LANA DNA inh: blocks KSHV LANA C-terminal domain binding to DNA; MBP-C-LANA/FAM-LBS DNA binding, fluorescence polarization; inhibition, % at 9 µM; 340,000 compounds, 0.078% hits; AID 504423;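 active means highest replicate inhibition at or above 60% at 9 µM, even if other replicates fall short; inactive means all replicates below 60% inhibition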;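 further: 0% = neutral control wells and 100% = 4 µM acridine orange control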
DAGLB inh: blocks human DAGLB lipase activity; inhibition, % at 5.17 µM; 340,000 compounds, 0.059% hits; Q8NCG7; HEK293T DAGLB membrane lysate, EnzChek fluorogenic substrate; in the data active means inhibition above about 34%;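 further: 0% = enzyme with vehicle and 100% = wells lacking enzyme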
Target sequence (Q8NCG7 whole entry, looked up): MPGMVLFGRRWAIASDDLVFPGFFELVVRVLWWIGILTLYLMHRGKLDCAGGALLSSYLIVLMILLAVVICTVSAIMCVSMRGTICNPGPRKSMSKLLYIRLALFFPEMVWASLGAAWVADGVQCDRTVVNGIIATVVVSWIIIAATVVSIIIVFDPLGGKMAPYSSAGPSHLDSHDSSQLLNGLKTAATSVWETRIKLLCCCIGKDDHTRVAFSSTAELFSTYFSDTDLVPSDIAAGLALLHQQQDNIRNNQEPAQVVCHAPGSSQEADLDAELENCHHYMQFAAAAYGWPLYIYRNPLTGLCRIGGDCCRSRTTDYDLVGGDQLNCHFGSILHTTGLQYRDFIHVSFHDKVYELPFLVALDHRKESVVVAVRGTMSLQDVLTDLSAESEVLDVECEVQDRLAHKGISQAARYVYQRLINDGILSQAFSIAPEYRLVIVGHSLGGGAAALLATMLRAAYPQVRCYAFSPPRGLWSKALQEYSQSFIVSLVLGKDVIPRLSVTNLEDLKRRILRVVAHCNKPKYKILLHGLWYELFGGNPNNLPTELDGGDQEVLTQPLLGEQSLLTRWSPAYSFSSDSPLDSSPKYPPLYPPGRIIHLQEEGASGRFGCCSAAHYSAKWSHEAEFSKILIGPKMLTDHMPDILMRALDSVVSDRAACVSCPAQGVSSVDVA
Keap1-Nrf2 PPI: disrupts human Keap1 binding to Nrf2 peptide | Q14145 | 340,000 compounds, 0.15% hits | inhibition, % at 9.4 µM | Keap1 Kelch-Nrf2 peptide fluorescence polarization, 1536-well | AID 504523; in the data active means inhibition above about 12%;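 further: human Keap1 Kelch domain with fluorescein labeled Nrf2 9mer peptide probe; 0% = neutral control wells and 100% = peptide positive control; higher means more block of Keap1 binding to Nrf2 peptide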
RTF Ca sens act: cardiac RTF calcium sensitization. 340,000 compounds, 0.24% hits. IANBD-labeled TnC RTF fluorescence at EC20 calcium; 0% EC20 calcium, 100% full calcium. activation, % at 7.2 µM. AID 493008;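 active means activation above the mean over all tested compounds plus 3 SD, cut at about 30% in these data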;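 further: rise in fluorescence read as greater calcium sensitivity of cardiac thin filaments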
SR-BI DiI-HDL act: SR-BI HDL lipid transfer activation; CHO ldlA[mSR-BI] cells, DiI-HDL uptake fluorescence, 3 h; 100 = double the neutral-control signal; activation, % at 12.5 µM; 320,000 compounds, 0.096% hits;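 active means mean replicate activation of at least 60% and every replicate at or above 60%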;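 further: 0% = median plate neutral-control signal and 100% = twice that signal; values of inactives mirror those of a sister screen read the other way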
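Assay system: CHO ldlA[mSR-BI] cells, LDL receptor-null, SR-BI overexpressing; medium: Ham's F12 with 0.5% BSA, HEPES 25 mM, pH 7.4; also added: DiI-HDL 10 µg/mL; timing: 3 h uptake period with compound, 37 °C; signal: DiI fluorescence, bottom read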
CAL PDZ FP-1: CAL PDZ (human) peptide binding inhibition; Q9HD26; purified CAL PDZ, TMR-peptide fluorescence polarization, 1 h; inhibition, % at 24.9 µM; 300,000 compounds, 0.92% hits; AID 602252;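 active means mean inhibition of at least 30% with at least half of replicates also reaching 30%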;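 further: 0% = DMSO neutral control and 100% = excess unlabeled competitor peptide PRC23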
Rtt109 HAT inh: C. albicans Rtt109 histone acetyltransferase inhibition; Q5AAJ8; purified Rtt109/Vps75, ThioGlo CoA-SH fluorescence, 4 h; inhibition, % at 34.9 µM; 330,000 compounds, 0.16% hits; AID 540336;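 active means inhibition of at least 50% in every replicate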
Target sequence (Q5AAJ8 whole entry, looked up): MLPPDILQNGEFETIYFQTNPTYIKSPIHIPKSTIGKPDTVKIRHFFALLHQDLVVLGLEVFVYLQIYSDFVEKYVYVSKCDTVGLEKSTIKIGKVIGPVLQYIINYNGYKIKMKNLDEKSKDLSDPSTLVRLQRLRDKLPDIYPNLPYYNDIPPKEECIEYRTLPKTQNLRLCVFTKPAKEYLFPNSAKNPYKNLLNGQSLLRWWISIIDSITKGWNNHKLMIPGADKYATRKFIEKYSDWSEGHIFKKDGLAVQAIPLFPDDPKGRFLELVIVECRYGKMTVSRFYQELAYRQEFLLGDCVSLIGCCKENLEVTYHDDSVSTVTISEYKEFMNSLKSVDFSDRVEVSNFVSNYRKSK
Cardiac RTF inh: cardiac RTF calcium desensitization | inhibition, % at 7.15 µM | IANBD-labeled cardiac RTF, Ca2+ fluorescence | 340,000 compounds, 0.12% hits;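 active means inhibition above the mean inhibition of all tested compounds plus 3 SD, cut at about 17% in these data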;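 further: assay run at fixed EC70 calcium of 1.6 mM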
PKA-R2B activ: activates the human PKA-R2B holoenzyme complex; activation, % at 11.4 µM; AID 504700; PKA-R2B holoenzyme dissociation, Cy5-IP20 fluorescence polarization; R2B truncated from residue 108, S112A mutant; 0% DMSO only, 100% 113 µM cGMP; 340,000 compounds, 0.079% hits;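 active means activation above a cutoff set at the mean over all compounds plus 3 SD, cut at about 18% in these data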;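 further: higher means more holoenzyme dissociation and a rise in polarization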
CAL PDZ FP-2: inhibitors of human CAL PDZ peptide binding | Q9HD26 | purified CAL PDZ, TMR-peptide fluorescence polarization, 1 h | inhibition, % at 20 µM | 330,000 compounds, 0.02% hits | AID 504414;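 active means highest replicate inhibition of at least 40%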;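 further: plate controls were DMSO neutral control wells for no effect and unlabeled competitor peptide control wells for full effect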
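Test system: purified CerCALP PDZ construct; Compound dosing: one concentration, 20 µM compound; Also added: TMR-labelled reporter peptide T*-PRC34 bound in PDZ groove; Read-out: inhibition from polarization loss; Controls: unlabelled peptide and DMSO controls; Signal: FP readout, S and P plane fluorescence; Incubation: 1 h at RT.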
Starred values were filed as active, the others as inactive; x = not tested or not shown.

Codes: A = LANA DNA inh; B = DAGLB inh; C = Keap1-Nrf2 PPI; D = RTF Ca sens act; E = SR-BI DiI-HDL act; F = CAL PDZ FP-1; G = Rtt109 HAT inh; H = Cardiac RTF inh; I = PKA-R2B activ; J = CAL PDZ FP-2
COc1ccc([N+](=O)[O-])cc1N(CC(=O)Nc1ccccc1C(=O)N1CCCC1)S(C)(=O)=O
  A = 1.0; B = 0; C = -1; D = 1; E = 20; F = -2; G = -3; H = -9; I = 8; J = 0.6

COc1ccccc1NC(=O)NCc1nc(-c2ccc(C(F)(F)F)cc2)no1
  A = 0.0; B = x; C = -2; D = x; E = 0; F = x; G = 21; H = x; I = x; J = -1.7

O=C(c1ccc([N+](=O)[O-])cc1)N(c1ccccn1)c1ccccn1
  A = -1.6; B = -2; C = -1; D = 1; E = 13; F = 1; G = 3; H = 2; I = 2; J = -0.5

CC(NC(=O)CN1CCC(C(N)=O)CC1)c1ccccc1 (stereo not drawn)
  A = 0.9; B = 1; C = -8; D = 48*; E = -16; F = 0; G = -7; H = -3; I = -12; J = -3.7

COc1cc(Cl)cc(CN2CCC(CCC(=O)NC3CC3)CC2)c1OC
  A = 0.3; B = -2; C = 4; D = 2; E = -12; F = -7; G = 0; H = 2; I = 0; J = 2.8

CCN(CC(=O)Nc1c(F)cccc1F)C(=O)C(C)SCc1nc2sc(C)c(C)c2c(=O)[nH]1 (stereo not drawn)
  A = -0.2; B = -2; C = -3; D = 0; E = -14; F = -5; G = -8; H = -8; I = 1; J = -0.1

O=C(C1CCCN(S(=O)(=O)c2ccccc2)C1)N1CCN(c2ccc(F)cc2)CC1 (stereo not drawn)
  A = -0.5; B = 0; C = -3; D = -4; E = -3; F = -4; G = -4; H = -5; I = 4; J = -0.3

CCN(CC)C(=O)CSc1nnc(-c2ccccc2)c(-c2ccccc2)n1
  A = -0.9; B = 0; C = 0; D = -2; E = -6; F = -1; G = -12; H = -16; I = 3; J = -1.6

CC(=O)Nc1ccc(-c2csc(Nc3cccc(C)n3)n2)cc1
  A = -9.8; B = -1; C = -5; D = 6; E = -53; F = 0; G = 5; H = 0; I = -15; J = 0.3

COc1ccc(C(=O)N2CCN(CCNC(=O)C(=O)Nc3ccc(F)cc3)CC2)cc1OC
  A = -1.4; B = -5; C = -2; D = -1; E = -7; F = -1; G = 0; H = -1; I = 2; J = -0.7

Continued:
Codes: A = LANA DNA inh; B = DAGLB inh; C = Keap1-Nrf2 PPI; D = RTF Ca sens act; E = SR-BI DiI-HDL act; F = CAL PDZ FP-1; G = Rtt109 HAT inh; H = Cardiac RTF inh; I = PKA-R2B activ; J = CAL PDZ FP-2
Cc1ccsc1/C=N/N1CCN(Cc2ccccc2)CC1
  A = -0.2; B = -11; C = 3; D = 6; E = 48; F = -2; G = 8; H = -5; I = -2; J = -1.6

CCc1nc(SCC(=O)N2CCCc3ccccc32)c2oc3ccccc3c2n1
  A = 0.7; B = -6; C = -3; D = 2; E = -2; F = -2; G = x; H = 1; I = 6; J = -3.5

O=C(Cc1cccc2ccccc12)N1CC[C@@]2(O)CCCC[C@H]2C1
  A = -0.8; B = 0; C = -2; D = -2; E = 10; F = -2; G = -3; H = -3; I = -5; J = -0.4

C[C@H](CO)N1C[C@H](C)[C@@H](CN(C)S(=O)(=O)c2cn(C)cn2)Oc2c(NS(=O)(=O)c3cn(C)cn3)cccc2C1=O
  A = -1.7; B = -1; C = -2; D = -1; E = -1; F = 0; G = -7; H = -1; I = 1; J = 0.2

O=C(O)c1ccc(S(=O)(=O)N2CCN(c3ccccn3)CC2)cc1
  A = -1.1; B = 0; C = -3; D = 2; E = -6; F = -4; G = 5; H = -4; I = -4; J = -0.4

O=C(Nc1ccc(Cl)cc1)Nc1nc(-c2sccc2Br)cs1
  A = 3.0; B = 5; C = -1; D = -1; E = -59; F = -2; G = -5; H = -5; I = -9; J = -1.7

Cc1ccc(-c2nsc(SCC(=O)Nc3ccc4c(c3)OCO4)n2)cc1
  A = 1.4; B = -7; C = -2; D = 5; E = 13; F = -2; G = -1; H = -8; I = -1; J = -2.4

O=C(Nc1ccc(N2CCOCC2)cc1)c1cc2c(s1)CCCC2
  A = -0.2; B = 5; C = -4; D = 1; E = -100; F = -5; G = 15; H = 1; I = -5; J = 0.8

CC(C)(C)C(=O)Nc1ncccc1C(O)c1cccc(C(F)(F)F)c1 (stereo not drawn)
  A = 0.4; B = 2; C = 1; D = -10; E = 9; F = -1; G = 0; H = 19*; I = 1; J = -2.1

CCn1c(CN2CCCCC2)nc2cc(S(=O)(=O)N3CCCCC3)ccc21
  A = -2.0; B = -3; C = -3; D = 0; E = 10; F = -3; G = 7; H = 7; I = -10; J = 0.1

Record cards, as listed above. Values in the order: LANA DNA inh, DAGLB inh, Keap1-Nrf2 PPI, RTF Ca sens act, SR-BI DiI-HDL act, CAL PDZ FP-1, Rtt109 HAT inh, Cardiac RTF inh, PKA-R2B activ, CAL PDZ FP-2
O=C(Cc1cccc2ccccc12)N1CC[C@@]2(O)CCCC[C@H]2C1 in the list: -0.8, 0, -2, -2, 10, -2, -3, -3, -5, -0.4
C[C@H](CO)N1C[C@H](C)[C@@H](CN(C)S(=O)(=O)c2cn(C)cn2)Oc2c(NS(=O)(=O)c3cn(C)cn3)cccc2C1=O in the list: -1.7, -1, -2, -1, -1, 0, -7, -1, 1, 0.2
O=C(Nc1ccc(Cl)cc1)Nc1nc(-c2sccc2Br)cs1 in the list: 3.0, 5, -1, -1, -59, -2, -5, -5, -9, -1.7
O=C(O)c1ccc(S(=O)(=O)N2CCN(c3ccccn3)CC2)cc1 in the list: -1.1, 0, -3, 2, -6, -4, 5, -4, -4, -0.4

Going on with the list:
Codes: A = LANA DNA inh; B = DAGLB inh; C = Keap1-Nrf2 PPI; D = RTF Ca sens act; E = SR-BI DiI-HDL act; F = CAL PDZ FP-1; G = Rtt109 HAT inh; H = Cardiac RTF inh; I = PKA-R2B activ; J = CAL PDZ FP-2
Cc1nn(C)cc1CNC(=O)C1(C)CC1(Cl)Cl (stereo not drawn)
  A = -0.7; B = 2; C = 0; D = -1; E = 2; F = 3; G = -5; H = 2; I = -8; J = 0.4

O=S(=O)(c1cccc(Cl)c1)N1CN(CC2CCCO2)c2nc3ccccc3nc21 (stereo not drawn)
  A = -1.5; B = 3; C = -2; D = 1; E = -3; F = -3; G = 8; H = -4; I = -2; J = -0.8

O=C(CSC1=NCCS1)N1CCN(c2ccc(Cl)cc2)CC1
  A = 0.8; B = -6; C = -7; D = -1; E = -24; F = 0; G = x; H = 1; I = -3; J = -2.3

O=S(=O)(c1ccc(OCC(O)CN2CCCCC2)cc1)N1CCOCC1 (stereo not drawn)
  A = -2.1; B = 2; C = -3; D = 8; E = -7; F = 1; G = -8; H = -3; I = 7; J = x

Cc1ccc(S(=O)(=O)N(CC(=O)N2CCCCC2)c2cccc(C)c2)cc1
  A = 1.7; B = -2; C = 1; D = -4; E = 17; F = x; G = 3; H = -14; I = 0; J = -0.9

O=C(c1ccc2ccccc2c1)C1CCCN(S(=O)(=O)c2cccnc2)C1 (stereo not drawn)
  A = 2.3; B = 0; C = -3; D = 11; E = -11; F = -1; G = -1; H = 9; I = -4; J = -2.6

Cc1cc(C)cc(-n2c(C)cc(/C=N/NC(=O)CSc3ncccn3)c2C)c1
  A = -2.4; B = 1; C = -10; D = -4; E = -67; F = -1; G = -1; H = -9; I = 0; J = -2.1

CCOC(=O)CSc1nnc(C)c(=O)[nH]1
  A = -1.4; B = -1; C = 6; D = -3; E = 28; F = 1; G = 2; H = -6; I = 2; J = 0.1

COc1ccc(Cc2nnc(Nc3ccccc3)s2)cc1Br
  A = -0.3; B = 0; C = -7; D = -8; E = -10; F = 0; G = 4; H = 2; I = -8; J = -0.3

CCN1CCN(c2ccc(S(=O)(=O)N3CCCCC3)cc2NC(=O)c2cccc(Cl)c2)CC1
  A = -1.4; B = 2; C = 8; D = -7; E = 31; F = 4; G = 17; H = -1; I = -5; J = -2.1

More records
Codes: A = LANA DNA inh; B = DAGLB inh; C = Keap1-Nrf2 PPI; D = RTF Ca sens act; E = SR-BI DiI-HDL act; F = CAL PDZ FP-1; G = Rtt109 HAT inh; H = Cardiac RTF inh; I = PKA-R2B activ; J = CAL PDZ FP-2
O=C(OCC(=O)N(CCc1ccccc1)Cc1ccccc1)c1ccccc1O
  A = 0.9; B = -11; C = -6; D = 0; E = -9; F = 0; G = 3; H = -16; I = -14; J = -2.6

Cn1cccc1/C=N/NC(=O)c1ccc[n+]([O-])c1
  A = 1.1; B = -2; C = -1; D = 11; E = -2; F = 0; G = 1; H = -8; I = -10; J = -1.3

Cc1nc(N2CCN(S(=O)(=O)c3ccccc3)CC2)c2c3c(sc2n1)CC(C)CC3 (stereo not drawn)
  A = -1.7; B = 2; C = 0; D = -1; E = -11; F = x; G = -18; H = -8; I = 6; J = 0.7

Cc1ccc(SCC(=O)Nc2ccc(N3CCN(c4ccccc4)CC3)c(F)c2)cc1
  A = 0.8; B = -2; C = -4; D = 2; E = -21; F = 4; G = -8; H = -3; I = -3; J = 0.6

Cn1ccc(NC(=O)Nc2ccc(Cl)cc2Cl)n1
  A = -0.6; B = -1; C = -2; D = 2; E = 14; F = -4; G = -6; H = -2; I = -10; J = -0.8

Clc1ccccc1CSc1nnc(-c2ccco2)c(-c2ccco2)n1
  A = 2.6; B = 12; C = 2; D = -1; E = 9; F = -3; G = 10; H = 3; I = 1; J = -1.8

COc1ccc(NS(=O)(=O)c2cccc(C(=O)O)c2)cc1S(=O)(=O)N1CCOCC1
  A = -0.7; B = -3; C = 2; D = -4; E = -5; F = x; G = 0; H = 0; I = -4; J = -0.3

Cc1cccc(-c2nc(CN3CCN(C(=O)C4CCCO4)CC3)cs2)c1 (stereo not drawn)
  A = -0.2; B = 1; C = -2; D = -3; E = 18; F = x; G = -2; H = 13; I = 6; J = -0.3

O=C(NCc1ccccc1)NC(=O)c1ccc(Cl)cc1
  A = -1.2; B = 1; C = -5; D = 4; E = 20; F = -1; G = -5; H = 1; I = -3; J = -2.8

Cc1cccc(CSC2=NCCN2S(=O)(=O)c2ccc(F)cc2)c1
  A = 3.3; B = -9; C = 1; D = -5; E = 3; F = -1; G = 8; H = 1; I = -7; J = -1.7

CCC(=O)Nc1nnc(CSCc2ccc(F)cc2)s1
  A = -0.1; B = 0; C = -1; D = -4; E = 9; F = -4; G = 4; H = -6; I = -6; J = -0.4

COC(=O)c1ccc(NC(=O)Nc2ccccc2C)cc1
  A = 0.8; B = -3; C = -2; D = -2; E = -19; F = -7; G = 13; H = -20; I = -3; J = x

O=C(NCCCN1CCOCC1)c1cc(-c2ccc(F)cc2)no1
  A = 0.9; B = -1; C = -4; D = 4; E = -7; F = -1; G = -11; H = -8; I = -3; J = -1.8
